Giardia kill: kills Giardia lamblia | activity change, % at 7.66 µM, hits read low | 340,000 compounds, 0.15% hits | Giardia lamblia trophozoite viability; in the data active = activity change below about -80%; inconclusive = between about -30% and that limit;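 also: parasites exposed to compound for two days anaerobically before the ATP read; % is scaled to controls: 0 for no effect and ±100 for the full control effect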
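Luminescent ATP signal served as the viability read-out, measured 15-30 min after adding ATP detection reagent to trophozoites that had been incubated with compounds for 48 hrs at 37 deg C anaerobically at 100 cells/well.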
B2AR arrestin: recruits beta-arrestin to the human beta2-adrenergic receptor | P07550 | beta-arrestin recruitment to beta2AR, cell-based reporter | Potency, µM (titrated, usually from 46.1 µM), inactives show at the highest dose activation, hits mostly activators | 330,000 compounds, 0.02% hits;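 also: potency is read from the fitted curve at half-maximal effect; 0% = DMSO controls and full agonism = EC100 isoproterenol or metaproterenol; nearly all actives have a fitted effect of over 65% in size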
Target sequence (P07550 whole entry, looked up): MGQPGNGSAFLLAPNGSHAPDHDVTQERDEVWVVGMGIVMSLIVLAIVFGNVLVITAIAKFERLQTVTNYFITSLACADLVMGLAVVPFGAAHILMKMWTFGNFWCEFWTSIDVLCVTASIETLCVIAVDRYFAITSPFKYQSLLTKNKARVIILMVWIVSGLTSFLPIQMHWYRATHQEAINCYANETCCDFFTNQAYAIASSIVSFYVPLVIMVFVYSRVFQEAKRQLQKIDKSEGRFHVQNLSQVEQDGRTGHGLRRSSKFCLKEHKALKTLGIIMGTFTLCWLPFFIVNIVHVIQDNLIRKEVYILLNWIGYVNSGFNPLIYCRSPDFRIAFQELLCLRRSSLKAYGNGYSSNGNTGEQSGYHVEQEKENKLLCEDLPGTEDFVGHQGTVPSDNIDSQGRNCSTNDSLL
KCNH2 3.1 block: KCNH2 3.1 (human) potassium channel inhibition. activity change, % (tested at about 1.8 µM). 340,000 compounds, 0.95% hits. U2OS KCNH2 3.1, thallium flux FluxOr; active compounds read low. AID 720553;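 active = maximum activity change below -70%; inconclusive = maximum activity change from -70% to -50%; inactive = maximum activity change above -50%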;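 also: thallium influx rate constant from kinetic fluorescence after stimulation buffer; % is scaled to controls: 0 for no effect and ±100 for the full control effect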
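Measured as rate of thallium-driven FluxOr signal in transduced U2OS cells carrying the 3.1 channel, read kinetically for 2 min upon stimulation; values are rate constants scaled to DMSO control wells.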
KCNH2 WT inh: inhibitors of human wildtype KCNH2 potassium channel. Q12809. U2OS, BacMam KCNH2, thallium flux FluxOr; active compounds read low. activity change, % at 1.84 µM. 340,000 compounds, 0.37% hits;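 active = maximum activity change below -70%; inconclusive = maximum activity change between -70% and -50%; inactive = maximum activity change above -50%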; also: % is scaled to controls: 0 for no effect and ±100 for the full control effect
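U2OS cells were transduced with wild-type KCNH2 virus (2.03 x 10^8 / mL) for 4 h at room temperature, then cultured overnight at 37 C. Thallium flux was read with FluxOr dye. Rate constants were normalized to DMSO controls.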
TRPV1 agonist: agonists of human vanilloid receptor 1 (TRPV1); TRPV1-expressing cells, Fluo-8 calcium influx, agonist mode; AID 540275; activation, % at 8.33 µM; Q8NER1; 320,000 compounds, 0.19% hits; in the data active = activation above about 80%; inconclusive = between about 30% and that limit; also: 0% is about no effect
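Cells expressing TRPV1 were dye-loaded with Fluo-8 and read kinetically: 10 s baseline, 3 min after compound (agonist portion), then 2 min after EC20 capsaicin (allosteric enhancer portion). Calcium-bound dye fluorescence at 480/520 nm.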
USP2a inh: inhibitors of human ubiquitin-specific protease USP2a | 330,000 compounds, 0.01% hits | O75604 | USP2 core, Ub-CHOP2 coupled fluorogenic reporter, 485/531 | Potency, µM (doses to about 38.3 µM), for the others: top-dose activity change, negative = inhibition, actives largely listed as inhibitors;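 also: potency is read from the fitted curve at half-maximal effect; plate controls were DMSO wells for no effect and full inhibition by NEM control for full effect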
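USP2 core (10nM final) preincubated 30min RT with compound in 20mM Tris-HCl pH 8.0, 2mM CaCl2, 2mM beta-mercaptoethanol, 0.05% CHAPS; 25nM Ub-CHOP2 plus 25nM reporter substrate added, fluorescence (Ex485/Em531) read after 60min.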
Starred values were filed as active, the others as inactive; ? = inconclusive; nt = not tested or not shown; & = joins results of further samples; [ ] = remark or other dose. Unless noted, calls follow the shape of the dose curve; as a rule, active = well fitted curve in the direction sought with a large enough effect; inconclusive = small, poorly fitted or top-dose-only effect, or another doubt; inactive = no such curve, though single readings can be large; an effect the other way counts as inactive or inconclusive. The list is partial; rates above refer to the full screens.

Below each SMILES – Giardia kill | B2AR arrestin | KCNH2 3.1 block | KCNH2 WT inh | TRPV1 agonist | USP2a inh
> O=[N+]([O-])c1ccccc1N(S(=O)(=O)c1ccccc1)S(=O)(=O)c1ccccc1
 : 12 | nt | 7 | -2 | nt | nt
> C#CCNC(=O)C1=C[C@@H](c2ccc(C#C)cc2)C[C@@H](OCc2ccc(CO)cc2)O1
 : -18 | nt | -2 | 8 | nt | nt
> Cc1ccc(OC(=O)c2ccccc2)cc1C
 : -1 | nt | -1 | 0 | nt | nt
> O=C1CSC(=S)N1Cc1cccs1
 : -9 | nt | -9 | -18 | nt | nt
> COc1ccc(C=NN=C2c3ccccc3-c3ccccc32)cc1O
 : -6 | nt | 0 | -20 | nt | nt
> Cc1nc2cc(-c3cccs3)[nH]n2c(=O)c1C
 : 10 | nt | 3 | 4 | nt | nt
> F[B-](F)(F)c1cc2cc(Br)ccc2s1
 : -19 | nt | -1 | -6 | nt | nt
> Cc1cc(=O)n2c3c(c4c(cc13)c(CN(C)C)cc(=O)n4C)OC2
 : -2 | nt | -32 | -1 | nt | nt
> CC1(c2nnc(Cc3ccccc3)o2)CC(c2ccc(C#N)cc2)=NO1 (stereo not drawn)
 : -20 | nt | -7 | 3 | nt | nt
> Cc1ccc2c(c1)S(=O)(=O)N(C)C(c1ccccc1)=C2
 : -15 | nt | 2 | -20 | nt | nt
> Cc1ccc(OCCCCCCN2CCNCC2)cc1
 : -1 | nt | -5 | 2 | nt | nt
> CC(=O)c1nn(-c2cccc(C)c2)cc1C(=O)c1cccc(Br)c1
 : -1 | nt | -14 | -9 | nt | nt
> COc1ccc(C(=O)NCC(C)NC(=O)c2ccc(OC)c(Br)c2)cc1Br (stereo not drawn)
 : 1 | nt | 9 | -2 | nt | nt
> [O-]C(=C(C(=S)Nc1cccc2ccccc12)[n+]1ccccc1)c1ccc2c(c1)OCCO2
 : 1 | nt | -3 | -1 | nt | nt
> Cc1[nH]c2ccccc2c1C(=O)C(=O)NCc1ccncc1
 : 7 | nt | 7 | 4 | nt | nt
> CC(C)NC(=O)Nc1ccc2c(c1)C(=O)N([C@H](C)CO)C[C@H](C)[C@@H](CN(C)C(=O)NC(C)C)O2
 : -15 | nt | -2 | 4 | nt | nt
> COc1ccc(NC(=O)/C(N=Nc2cccc(S(=O)(=O)Nc3ccc(SC(F)F)cc3)c2)=C(\C)O)cc1
 : 4 | nt | -11 | -9 | nt | nt
> CC(=O)NCCc1ccc(S(=O)(=O)Nc2ccc3c(c2)OCCO3)cc1
 : 23 | nt | -14 | 10 | nt | nt
> CC1(C)Cc2c(C#N)c(SCC(=O)O)nc(N3CCOCC3)c2CO1
 : 4 | nt | 13 | 6 | nt | nt
> Cc1cccc(N2CCN(C(=O)c3cc4c(=O)[nH]c5ccccc5c4n3C)CC2)c1C
 : -1 | nt | 0 | -1 | nt | nt
> N#CCCCC1(CCCC#N)OCCO1
 : -16 | nt | 3 | -12 | nt | nt
> COc1ccccc1Nc1ccc2c(O)cc(S(=O)(=O)O)cc2c1
 : -9 | nt | 5 | -1 | nt | nt
> CN(c1ccc(OCC(=O)Nc2ccc(S(N)(=O)=O)cc2)cc1)S(=O)(=O)c1ccc(F)cc1
 : -3 | nt | -12 | -7 | nt | nt
> CC(C)CCCCCCCCCCCCC(=O)NCC(=O)NC1C(O)C(O)C(Nc2ncnc3nc[nH]c23)OC1C(O)CO (stereo not drawn)
 : 6 | nt | -2 | 44 | nt | nt
> O=C(O)C1=CC2C=C(Cl)C=CC2OC1=O (stereo not drawn)
 : 60[activator] | nt | 8 | -17 | nt | nt
> O=C1NC(Cc2ccc(O)cc2)c2nc3cc(Cl)ccc3c(=O)n2-c2cc(Cl)ccc21 (stereo not drawn)
 : 21 | nt | -7 | 4 | nt | nt
> O=C1[C@H]2[C@H](C=CC[C@H]2C(=O)N2CCN(c3ccccc3)CC2)CCN1Cc1ccccc1
 : -7 | nt | 10 | 0 | nt | nt
> O=C1C2CC=CCC2C(=O)N1c1nccs1 (stereo not drawn)
 : -9 | nt | -8 | 0 | nt | nt
> O=C1c2ccccc2C(=O)c2c(/C=C/N3CCCCC3)ccnc21
 : -23 | nt | 9 | 6 | nt | nt
> COC(=O)c1ccc(CN(c2ccc(OC)cc2)S(=O)(=O)c2ccccc2)cc1
 : -2 | nt | -1 | -4 | nt | nt

(next part)
Below each SMILES – Giardia kill | B2AR arrestin | KCNH2 3.1 block | KCNH2 WT inh | TRPV1 agonist | USP2a inh
> NCC(=O)NCC(=O)NC1(C(=O)O)CCCC1
 : -24 | nt | 14 | -36 | nt | nt
> Cc1cc(C(=O)Nc2ccncc2)c(C)o1
 : 9 | nt | -5 | 2 | nt | nt
> Nc1ccc2c(c1)CCC2=O
 : -1 | nt | 9 | -7 | nt | nt
> COc1ccc2sc(-c3ccccc3OC)c(C#CC(C)(C)O)c2c1
 : 1 | 0.0% | nt | nt | 13 | 1%
> COc1ccc2cc(-c3cccnc3)ncc2c1
 : -20 | -0.2% | nt | nt | 0 | -4%
> CN(C)S(=O)(=O)c1ccc2c(c1)C(=O)c1cc(S(=O)(=O)N(C)C)ccc1CC2
 : -14 | -1.2% | nt | nt | 3 | -1%
> NC(=O)c1ccc(-c2noc(-c3cccc(Cl)c3)n2)cc1
 : -20 | 0.4% | nt | nt | 2 | 0%
> Cn1nnnc1Sc1ncnc2scc(-c3cccc(F)c3)c12
 : 26 | 0.0% | nt | nt | 9 | -3%
> CCc1ccc([C@@H]2CC=C(C(=O)O)CN2S(=O)(=O)c2ccc(C)cc2)cc1
 : -26 | 0.0% | nt | nt | -2 | -1%
> CCN(CC)C(=O)c1[nH]cnc1C(=O)NC1CCN(C(=O)OC(C)(C)C)CC1
 : 13 | 0.2% | nt | nt | -8 | 2%
> Nc1nc(N)nc(Cc2ccccc2O)n1
 : 8 | 0.4% | nt | nt | 2 | 0%
> Cn1nnnc1Sc1ncnc2scc(-c3ccccc3C(F)(F)F)c12
 : 1 | -1.7% | nt | nt | ? | 1%
> C#CCOCCOCCOCCNc1nc(N2CCN(C(=O)CCCCCCCCCCNC(=O)[C@@H](CCSC)n3cc(CCO)nn3)CC2)nc(N2CCN(C(=O)CCCCCCCCCCNC(=O)[C@H](CO)n3cc(CCCCCN)nn3)CC2)n1
 : -21 | -0.3% | nt | nt | 0 | -16%
> CCOC(=O)C(CN1CCCC1)c1ccccc1 (stereo not drawn)
 : -6 | 0.1% | nt | nt | 3 | 1%
> CCN(CC)C(=O)c1nc[nH]c1C(=O)N(C)Cc1ccccc1
 : 10 | 0.1% | nt | nt | -5 | 6%
> O=C1C=C(c2ccc(CO)cc2)C[C@@H](c2ccc3c(c2)OCO3)C1
 : -27 | 0.1% | nt | nt | 25 | 0%
> C(#Cc1ccc2c(c1)COc1c3ccccc3nn1-2)c1ccccc1
 : 1 | 0.2% | nt | nt | 14 | 7%
> CCSc1ccc([C@@H]2[C@@H]3C(=O)N(CC)C(=O)[C@@H]3[C@]3(C(=O)OC)CCCN23)cc1
 : 10 | 0.2% | nt | nt | 1 | -2%
> CC(C)(C)OC(=O)N1CCN(C(=O)c2nc[nH]c2C(=O)N2CCN(C(=O)OC(C)(C)C)CC2)CC1
 : -1 | -0.2% | nt | nt | -1 | 1%
> COc1ccc(-c2cc3ncccc3cn2)cc1
 : -5 | -1.0% | nt | nt | 1 | 0%
> COC(=O)c1c(-c2ccccc2OC)sc2ccccc12
 : 15 | 0.1% | nt | nt | 13 | 5%
> Cc1ccc(CNC(=O)c2ccc(N3CCC4(CC3)CC(c3ccccc3)=NO4)c(NC(=O)c3cccc(C)c3)c2)cc1
 : 5 | -3.9% | nt | nt | 6 | 1%
> COC(=O)c1ccc(-c2cc3onc(-c4ccccc4)c3c(=O)n2C)cc1
 : 20 | -0.1% | nt | nt | 1 | 0%
> CC(=O)NC(c1ccco1)c1cc(F)c2cccnc2c1O (stereo not drawn)
 : 22 | 6.6%&3.8% | nt | nt | 1 | -1%&0%
> Cc1ccn2c(NC3CCCCC3)c(-c3cccc(-c4cccc(Cl)c4)c3)nc2c1
 : 24 | 0.1% | nt | nt | ? | 3%
> COc1ccc(-c2sc3cc4c(cc3c2C#CC2(N)CCCCC2)OCO4)cc1
 : -12 | 0.3% | nt | nt | 4 | 0%
> Cc1cccc(-c2ccc3ncnc(NCc4cccs4)c3c2)c1
 : -24 | -1.3%&-0.9% | nt | nt | ? | -4%&3%
> C[C@H]1NC(=O)[C@@]2(C)[C@@H](c3ccccc3)[C@H]3COc4ccccc4[C@H]3N2C1=O
 : 21 | -0.1% | nt | nt | 4 | 0%
> CCC(C)(C)C1CCc2[nH]nc(C(=O)NCc3ccc(Cl)cc3)c2C1 (stereo not drawn)
 : 10 | -0.3% | nt | nt | 2 | 0%
> O=C1C=C(c2ccc(-c3ccccc3)c(F)c2)C[C@@H](c2ccc(F)cc2)C1
 : ? | 0.0% | nt | nt | 14 | 0%

Continued.
Below each SMILES – Giardia kill | B2AR arrestin | KCNH2 3.1 block | KCNH2 WT inh | TRPV1 agonist | USP2a inh
> CC(C)(C)OC(=O)N1CCC(NC(=O)c2[nH]cnc2C(=O)Nc2ccon2)CC1
 : -2 | 0.2% | nt | nt | 2 | 3%
> N#CCCCC#Cc1ccc2c(c1)COc1c3ccccc3nn1-2
 : ? | 0.4% | nt | nt | 2 | 1%
> O=C(O)c1cccc2c1C(=O)c1ccc(Cl)cc1S2(=O)=O
 : 9 | -0.9% | nt | nt | 0 | 2%
> Cn1nnnc1Sc1ncnc2scc(-c3cccs3)c12
 : -14 | 0.1% | nt | nt | 4 | 1%

High-throughput results (PubChem)
